Bioassay records from PubChem.
GalR3 antag: blocks the human galanin receptor 3; inhibition, % at 3 µM; HEK293 GalR3-CNG cAMP membrane potential fluorescence; galR3 body fused to GalR1 C-terminus; O60755; actives 0.44% (n = 360,000);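 active = inhibition above the screen-wide average plus 3 SD, cut at about 13% in these data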;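 note: forskolin and galanin both at EC90 stimulate the cells; cAMP rise reported by CNG channel membrane potential dye signal; 0% = forskolin plus galanin with DMSO and 100% = forskolin alone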
Target sequence (O60755 1-299 limits assumed): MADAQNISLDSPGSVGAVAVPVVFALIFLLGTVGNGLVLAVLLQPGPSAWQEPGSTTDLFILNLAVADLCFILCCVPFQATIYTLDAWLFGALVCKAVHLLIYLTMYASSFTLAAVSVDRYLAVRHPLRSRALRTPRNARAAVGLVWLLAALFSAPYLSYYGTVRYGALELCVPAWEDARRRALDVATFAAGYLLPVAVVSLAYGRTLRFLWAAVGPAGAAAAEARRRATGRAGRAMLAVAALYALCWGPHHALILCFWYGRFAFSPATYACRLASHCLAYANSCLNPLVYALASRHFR
Active calls of the source: *.

SMILES	GalR3 antag
COc1ccc(CC(=O)Nc2ccc(S(=O)(=O)Nc3cc(C)nc(C)n3)cc2)cc1OC	-7.6
C[n+]1c(-c2ccc(C=NNC(=O)c3ccc(C(=O)NN=Cc4ccc(-c5cn6ccccc6[n+]5C)cc4)cc3)cc2)cn2ccccc21	-1.1
O=C1NC(=O)C(=CC=Cc2ccccc2)S1	-6.2
O=C(/C=C/c1ccccc1)COC(=O)c1ccccc1	1.2
CC(=O)NC(c1ccccc1)c1nc(-c2cccc(C#N)c2)cs1 (stereo unspecified)	-6.5
CC1=CC(C)(C)NC(=S)N1c1cccc(Cl)c1	-4.3
COc1ccc(C2=Nc3ccccc3NC(=O)C2N(CCc2cc(OC)cc(OC)c2)C(C)=O)cc1 (stereo unspecified)	-2.6
C[C@@H]1CN([C@@H](C)CO)C(=O)CCCn2nncc2CO[C@H]1CN(C)S(=O)(=O)c1ccc(F)cc1	-5.8
CC(C)C[C@H]1COc2cc(N3CC[C@@H](O)C3)ccc2S(=O)(=O)N1	-2.5
O=C(NC1CCCCC1)c1ccc2ccccc2c1O	-6.7
COc1cc(/C=C/CNC[C@H]2O[C@@H](n3ccc(N)nc3=O)[C@H](O)[C@@H]2O)ccc1O	-4.1
O=C1c2ccccc2-c2ccccc2NC1O (stereo unspecified)	-3.3
COc1cccc(S(=O)(=O)N(C)C[C@H]2OCc3cn(nn3)CCCC(=O)N([C@H](C)CO)C[C@@H]2C)c1	-4.4
Cc1ccc(N(CC(=O)N2CCCCCC2)S(C)(=O)=O)c(C)c1	-9.4
COC(=O)c1ccc(COC(=O)CCNS(=O)(=O)c2ccc(C)c(C)c2)cc1	-6.7
O=C(NCc1ccc(Cl)cc1Cl)Nc1nc([C@@H]2O[C@H](CO)[C@@H](O)[C@H](O)[C@H]2O)cs1	-1.7
CCCCC1(CC(=O)OCC)SCCN1C(N)=O (stereo unspecified)	-6.7
COc1ccc(C(=O)N2CCOC2CNC(=O)C(=O)NCc2ccccn2)cc1 (stereo unspecified)	-0.9
COc1ccc(C(=O)C2CCCN(C(=O)Cn3nc(C)nc3C)C2)cc1F (stereo unspecified)	-5.4
C#Cc1ccc(NC(=O)C2(C)CCN2C(=O)Cc2ccc(C(C)C)cc2)cc1 (stereo unspecified)	83.5*
O=C1OCCOC2CCCc3oc(-c4ccccc4)c1c32 (stereo unspecified)	-6.3
CSC[C@H]1CN(Cc2ccccc2)C(=O)[C@@H]1CC(=O)Nc1ccccc1	-0.1
CCOC(=O)C1(C)CCN1C(=O)c1cc(-c2ccc(Cl)cc2)oc1C (stereo unspecified)	-7.8
COc1ccc(N(CC(=O)Nc2ccc(S(=O)(=O)N3CCOCC3)cc2)S(C)(=O)=O)cc1OC	-6.5
CC(=O)N1CC2(CC(c3ccccc3C(F)(F)F)=NO2)CN1c1ccc(Cl)cc1 (stereo unspecified)	-8.2
C[C@H]1CN([C@@H](C)CO)C(=O)CCCn2nncc2CO[C@H]1CN(C)C(=O)Cc1ccccc1	-2.3
CCCCCCCCN1C(=O)[C@H](CC(=O)NCCCN2CCCC2=O)C[C@@]2(C(=O)OC)CC(C)(C)CC=C12	-4.3
NC(=O)C1CCCN(C(=O)c2cccc(NC(=O)c3cccs3)c2)C1 (stereo unspecified)	-2.8
CC1(Oc2ccc3ccccc3c2)CCN(Cc2cccn2-c2nccs2)C1 (stereo unspecified)	-10.1
NC(=O)C1CCCN(C(=O)c2ccc(-c3cccc(Cl)c3Cl)o2)C1 (stereo unspecified)	-5.1
CCc1nc2c(OCC(=O)C(C)(C)C)cccn2c1N(C)C(=O)c1ccc(C)cc1	-3.5
OC(c1ccccc1)(c1nc(-c2ccc(F)c(Cl)c2)cs1)C(F)(F)F (stereo unspecified)	-2.8
O=[N+]([O-])c1cc(Br)ccc1C[n+]1ccccc1	-2.8
Cc1ccc(NC(=O)c2nc[nH]c2C(=O)Nc2ccccc2F)cc1	-6.2
COC(=O)C1=C(C)N(Cc2ccc(Br)cc2)C(=S)NC1c1cccc(F)c1 (stereo unspecified)	-7.5
CCOC(=O)c1cc2c(c(CCO)n1)[C@@H](CCO)N(S(=O)C(C)(C)C)C2 (stereo partly specified)	-1.2
Cc1ccccc1-n1nc2c(c1NC(=O)C1CC1)CS(=O)(=O)C2	2.4
CC1CCCN(CC(=O)Nc2ccc(S(=O)(=O)N3C(C)CCCC3C)cc2)C1 (stereo unspecified)	-1.3
CCCCN1CC(COCc2ccccc2)Oc2cccc(OCCN3C(=O)[C@@H]4[C@H](C3=O)C3C=C[C@H]4C3)c2S1(=O)=O (stereo partly specified)	-4.4
COc1ccc2[nH]c3c(c2c1)CCN1C(=O)C(CC(=O)NC(C)(C)C)C[C@H](C(=O)N2CCCCC2)[C@@]31CCc1ccccc1 (stereo partly specified)	-0.1
Cc1cc2nc(NC(=O)C3(C)CCN(C)C3)[nH]c2cc1C (stereo unspecified)	-6.9
COCCN1Cc2cc(C(=O)OC)c3c(c2C1=O)c1cc(OC)ccc1n3S(=O)(=O)c1ccc(C)cc1	-6.8
O=[N+]([O-])c1ccc(CN2[C@H](COCc3ccccc3)C=CS2(=O)=O)cc1	-0.9
Nc1[nH]c(C(=O)c2ccccc2)c(-c2cccnc2)c1C(=O)NC1CCCCC1	-4.6
Nc1[nH]c(C(=O)c2ccccc2)c(-c2ccccc2C(F)(F)F)c1C(=O)NCCc1c[nH]c2ccccc12	-5.8
CCOC(=O)C(Cc1ccc(O)cc1)NC(=O)c1cc2c(cn1)[nH]c1ccccc12 (stereo unspecified)	-8.2
O=C(NCc1ccccc1)c1cc(C2COCCN2C(=O)C2CC2)on1 (stereo unspecified)	-3.2
CC(=O)Nc1cc(-c2cccc(F)c2)cn2c(-c3ccc(F)c(Cl)c3)cnc12	-3.7
OC(c1ccc(F)c(F)c1)c1ncc(-c2ccccc2F)[nH]1 (stereo unspecified)	-5.2
CC(C)c1ccc(CC(=O)N2CCC2(C)C(=O)Nc2ccc3c(c2)OCO3)cc1 (stereo unspecified)	-5.5
COC(=O)C1=C(C)N(Cc2ccc(F)cc2)C(=S)NC1c1cccc(F)c1 (stereo unspecified)	-8.8
Cc1ccc(C(=O)NC(Cc2ccc(C(C)(C)C)cc2)C(=O)O)cc1 (stereo unspecified)	-1.1
NC(=O)C1(Nc2ccccc2)CCCC1	-6.2
CN(Cc1ccccc1)C(=O)c1ccc(NC(=O)Cc2ccc(NC(=O)C3CCN(C(=O)C4CCCC4)CC3)cc2)cc1	3.5
CC1CCc2sc(C(=O)NCC3CCCO3)cc2C1 (stereo unspecified)	-4.1
Cc1noc(C)c1S(=O)(=O)Nc1ccc2c(c1)C(=O)N([C@H](C)CO)C[C@H](C)[C@H](CN(C)C(=O)NC(C)C)OCCCC[C@@H](C)O2	4.1
COc1ccc(C(=O)N(c2c(C)cccc2C)C(COC(C)=O)COC(C)=O)cc1	-6.6
C[C@@H]1C=CCCO[C@]12C(=O)N(Cc1ccccc1C(F)(F)F)c1cccc(Br)c12	9.6
O=C(NCc1ccccc1)[C@@H]1CCCN1C(=O)[C@H]1CCCN1C(=O)c1ccc(F)cc1F	-3.0
CCCCN(C(C)=O)c1c(CC)nc2ccc(C(=O)NCCOc3ccc(OC)cc3)cn12	-4.3

Nothing new here: an excerpt of the list.
SMILES	GalR3 antag
CC(=O)Nc1cc(-c2cccc(F)c2)cn2c(-c3ccc(F)c(Cl)c3)cnc12	-3.7
OC(c1ccc(F)c(F)c1)c1ncc(-c2ccccc2F)[nH]1 (stereo unspecified)	-5.2
CC(C)c1ccc(CC(=O)N2CCC2(C)C(=O)Nc2ccc3c(c2)OCO3)cc1 (stereo unspecified)	-5.5
COC(=O)C1=C(C)N(Cc2ccc(F)cc2)C(=S)NC1c1cccc(F)c1 (stereo unspecified)	-8.8
Cc1ccc(C(=O)NC(Cc2ccc(C(C)(C)C)cc2)C(=O)O)cc1 (stereo unspecified)	-1.1
NC(=O)C1(Nc2ccccc2)CCCC1	-6.2
CN(Cc1ccccc1)C(=O)c1ccc(NC(=O)Cc2ccc(NC(=O)C3CCN(C(=O)C4CCCC4)CC3)cc2)cc1	3.5
CC1CCc2sc(C(=O)NCC3CCCO3)cc2C1 (stereo unspecified)	-4.1
Cc1noc(C)c1S(=O)(=O)Nc1ccc2c(c1)C(=O)N([C@H](C)CO)C[C@H](C)[C@H](CN(C)C(=O)NC(C)C)OCCCC[C@@H](C)O2	4.1
COc1ccc(C(=O)N(c2c(C)cccc2C)C(COC(C)=O)COC(C)=O)cc1	-6.6
C[C@@H]1C=CCCO[C@]12C(=O)N(Cc1ccccc1C(F)(F)F)c1cccc(Br)c12	9.6
O=C(NCc1ccccc1)[C@@H]1CCCN1C(=O)[C@H]1CCCN1C(=O)c1ccc(F)cc1F	-3.0
CCCCN(C(C)=O)c1c(CC)nc2ccc(C(=O)NCCOc3ccc(OC)cc3)cn12	-4.3

The list continues:
SMILES	GalR3 antag
COc1ccc(N(Cc2ccccc2)S(=O)(=O)c2cccc(C(=O)NCC3CCCO3)c2)cc1 (stereo unspecified)	-4.2
Cc1cnc2nc(-c3ccccc3)ccc2c1	-8.6
COc1ccccc1C1CC(=O)Oc2c(C(C)C)ccc(C)c21 (stereo unspecified)	-2.8
CC1Cc2cccc3ccc(=O)n(c23)C1 (stereo unspecified)	-1.2
O=C(c1cccc(S(=O)(=O)N2CCCCCC2)c1)N1CCN(Cc2ccccc2)CC1	-6.3
O=C(Nc1ccc2c(c1)OCCO2)C1c2ccccc2OCC(=O)N1Cc1ccccn1 (stereo unspecified)	-6.8
Cc1sc2nc(SCC(=O)Nc3ccc(Cl)c(C(=O)O)c3)[nH]c(=O)c2c1C	-2.6
CCOC(=O)[C@]12CCC=C1N(Cc1cccc3ccccc13)C(=O)[C@H](CC(=O)NCc1cccc3ccccc13)C2	-5.8
COC(=O)C1=C(C)N(Cc2cccc(C(F)(F)F)c2)C(=NCc2cc(OC)c(OC)c(OC)c2)NC1c1ccccc1 (stereo unspecified)	-8.4
COc1cc(Cn2c3ccc(NC(=O)CC(C)c4ccccc4)cc3c(=O)n2C)ccc1F (stereo unspecified)	-6.1
Cc1cc(C)n2c(SCC(O)=C(C#N)c3nc4ccccc4[nH]3)nnc2n1	2.4
O=C(NNCc1ccccc1)c1ccccn1	-3.2
Cc1ccc(NC(=O)COC(=O)c2ccc3ncsc3c2)c(C)c1	-4.7
CCCCCC1C(C(=O)OCC)C(=O)NC1(C(=O)OCC)C(=O)OCC (stereo unspecified)	-0.7
COc1ccc(CCNC(=O)c2ccc3c(=O)n4c(nc3c2)CCC4)cc1OC	-1.8
COc1ccc(NC(=O)N(C)C[C@H]2OCCCC[C@H](C)Oc3ccc(NS(=O)(=O)c4cn(C)cn4)cc3C(=O)N([C@H](C)CO)C[C@@H]2C)cc1	2.3
c1ccc(CNc2cccnc2)cc1	-4.8
CCCNC(=O)C1(C)CCCN(Cc2ccc(-n3ccnc3)cc2)C1 (stereo unspecified)	-5.4
CC1(C(=O)NS(=O)(=O)c2ccc(C#N)cc2)CCN1C(=O)Cc1ccc(-c2ccccc2)cc1 (stereo unspecified)	-4.1
C#CCC1c2ccccc2CCN1CC=C (stereo unspecified)	-1.4
O=C(Nc1nnc([C@H]2C[C@H](O)[C@@H](CO)O2)s1)c1cccc(Cl)c1	3.9
O=C(CCCN1C(=O)C(=Cc2ccc3c(c2)OCO3)SC1=S)Nc1ccc(C(=O)O)c(O)c1	-5.7
CCOC(=O)C1=CN(CC)S(=O)(=O)NC1c1ccc(C(F)(F)F)cc1 (stereo unspecified)	-6.3
CC(=O)NCCNc1nc2cc(-c3ccc(C(=O)N4CCN(C)CC4)cc3)sc2c(=O)n1C	-4.3
COC(=O)[C@@]12C[C@@H](CC(=O)NCc3cccc(C(F)(F)F)c3)C(=O)N(Cc3ccccc3)C1=CCC(C)(C)C2	-5.5
Cc1cc(O)ccc1-c1ccc2nncn2c1	-4.0
CC1(C(=O)NCc2cccc(C(F)(F)F)c2)CCN1C1Cc2ccccc2C1 (stereo unspecified)	-7.7
Cc1ccccc1C(=O)N1CCC(C(=O)Nc2ccc(S(=O)(=O)N3C(C)CCCC3C)cc2)CC1 (stereo unspecified)	-5.5
O=[N+]([O-])c1ccc(C(S(=O)(=O)Cc2ccccc2)S(=O)(=O)Cc2ccccc2)cc1	-2.9
CCOC(=O)N1C2CCC(C2)N1C(=O)OCC	-5.7
CCCCNC(=O)C1(C)CCN1C(=O)c1ccc2c(c1)CCO2 (stereo unspecified)	-5.2
CC1(C(=O)NCc2ccc(Cl)cc2)CCN1C(=O)c1cccc(F)c1 (stereo unspecified)	-1.2
O=S1(=O)CC(N2CC=CC2)CN1Cc1cn(Cc2cccc(Cl)c2)nn1 (stereo unspecified)	-4.8
COC(=O)[C@]12C[C@H](CC(=O)N3CCOCC3)C(=O)N(CCc3ccc(OC)c(OC)c3)C1=C[C@H](C(C)(C)C)O[C@@H]2C	-7.5
Cc1cc(=O)oc2c(CN3CCOCC3)c(O)ccc12	-2.1
COCCN(Cc1ccc(C)cc1)C(=O)[C@H]1O[C@@H](n2ccc(=O)[nH]c2=O)[C@H](O)[C@@H]1O	-2.4
O=[N+]([O-])c1cccc2cnccc12	4.5
CCc1nnc(NC(=O)C(NS(=O)(=O)c2ccccc2)C(C)C)s1 (stereo unspecified)	-5.5
COc1ccccc1-c1ccc2c(c1)C(C)(Cc1cc(Cl)ccc1C(F)(F)F)C(=O)N2 (stereo unspecified)	-4.8
COCC(=O)Nc1ccc2c(c1)[C@@H]1C[C@H](CC(=O)OC)O[C@H](CO)[C@@H]1O2	-4.7
COc1ccc(C(C)(NC(C)=O)c2nc(-c3ccncc3)cs2)cc1 (stereo unspecified)	-5.7
Cc1[nH]c2ccccc2c1C(=O)C(=O)NCc1nnnn1-c1ccc(F)c(F)c1	-4.9
N=c1c2ccccc2nnn1-c1ccccc1[N+](=O)[O-]	-5.1
O=C(NCc1ccccc1)c1ccc(-c2cn[nH]c2)c2ccoc12	2.1
CN(C)CCNC(=O)c1cccc(-c2cccc3nncn23)c1	-1.2
S=C(NCCCc1cnc[nH]1)NCCCN(Cc1ccc(Cl)cc1)c1ccc(Br)cn1	-3.1
COc1cc2c(c3c1c(=O)c1cccc(F)c1n3C)C=CC(C)(C)O2	-4.6
CC(C)N(C(=O)[C@H]1C[C@H](CC(=O)NCCc2ccccn2)C(=O)N2CCc3c([nH]c4cc(-c5ccco5)ccc34)[C@]12C)C(C)C	-1.2

Some of the compounds tested; the hit share may differ from the screen's.
